Compound activity (PubChem)
RGS7-Gao reg = RGS7-Galphao binding modulators, primary screen, biochemical, multiplexed bead flow cytometry; Guanine nucleotide-binding protein G(o) subunit alpha (Homo sapiens), P09471; actives lie on both sides; binding response (% of control), % at 10 µM; 220,000 tested, 0.35% active; AID 1439, 2008; in the data active means binding response below about 49% or above about 150%; inconclusive means no clear call, values can overlap the other calls; inactive means in between;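 further: fluorescent Galphao held in activated GDP-AlF4 state binding bead-coupled RGS7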
Target sequence (P09471 whole entry, looked up): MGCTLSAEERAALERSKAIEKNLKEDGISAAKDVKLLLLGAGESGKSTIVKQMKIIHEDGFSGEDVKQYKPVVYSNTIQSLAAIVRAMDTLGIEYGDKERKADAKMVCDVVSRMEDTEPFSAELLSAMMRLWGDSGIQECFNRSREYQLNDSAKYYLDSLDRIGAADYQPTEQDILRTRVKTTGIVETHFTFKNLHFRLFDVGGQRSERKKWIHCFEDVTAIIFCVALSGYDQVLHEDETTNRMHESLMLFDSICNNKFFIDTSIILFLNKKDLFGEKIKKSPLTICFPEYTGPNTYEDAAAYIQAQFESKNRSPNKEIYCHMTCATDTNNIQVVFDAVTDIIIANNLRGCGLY
ABCG2 inh = ABCG2 efflux pump inhibitors, primary screen, multiplex with ABCB1, IgMXP3 cells, flow cytometry; AID 1325, 2008; Broad substrate specificity ATP-binding cassette transporter ABCG2 (Homo sapiens), Q9UNQ0; inhibition, % at 6.6 µM; 190,000 tested, 0.1% active; JC-1 efflux;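 active means inhibition above 80%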;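 further: 0% = DMSO and 100% = nicardipine control wells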
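Measure – % inhibition of efflux relative to nicardipine and DMSO · Test system – ABCG2 IgMXP3 and barcoded ABCB1 CCRF-Adr cell mix · Control set – nicardipine as high control, DMSO as low control · Compound – one concentration, 6.6 µM final · Signal – flow cytometry of retained JC-1 fluorescence · Timing – 10 min exposure at 25 °C with rotation, no wash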
RGS4-Gao reg = modulators of RGS4 binding to Galphao, primary screen, biochemical, multiplexed bead flow cytometry | actives lie on both sides | Guanine nucleotide-binding protein G(o) subunit alpha (Homo sapiens), P09471 | binding response (% of control), % at 10 µM | 220,000 tested, 0.33% active; in the data active means binding response below about 49% or above about 150%; inactive means in between;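 further: fluorescent Galphao activated with aluminum fluoride binding bead-coupled RGS4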
Bim-Bcl-B = inhibitors of Bim-Bcl-B binding, primary screen, biochemical, multiplexed, human Bcl-2 family | bead-based flow cytometry, Bim peptide-Bcl-B binding | inhibition, % at 10 µM | 190,000 tested, 0.073% active;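 further: 0% = tracer peptide without compound and 100% = reference inhibitor peptide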
Target sequence (Q9HD36 whole entry, looked up): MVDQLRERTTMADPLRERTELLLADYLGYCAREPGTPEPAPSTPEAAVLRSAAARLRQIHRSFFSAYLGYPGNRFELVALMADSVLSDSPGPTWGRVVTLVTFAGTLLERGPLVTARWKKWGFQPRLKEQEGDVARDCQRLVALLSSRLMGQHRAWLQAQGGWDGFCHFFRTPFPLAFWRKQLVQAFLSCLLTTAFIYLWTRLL
GSH fluor = compound fluorescence on glutathione beads, profiling panel, artefact control, biophysical, 488/530 nm, flow cytometry | GSH beads flow cytometry, compound fluorescence 488/530 nm; hits give high values | 190,000 tested, 0.25% active | fluorescence (KMESF) at 10 µM | AID 1776, 2009; in the data active means fluorescence above about 89;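 further: glutathione beads carrying GST-tagged Bcl family fusion proteins plus one bare bead set; values are compound well signal with DMSO vehicle wells as background; inactives centre near 16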
Bim-Bcl-XL = inhibitors of Bim-Bcl-XL binding, primary screen, biochemical, multiplexed, bead flow cytometry, human Bcl-XL | Bcl-2-like protein 1 (Homo sapiens), Q07817 | Bim peptide-Bcl-XL binding, fluorescence | inhibition, % at 10 µM | 190,000 tested, 0.04% active | AID 1007, 2008
RGS8-Gao = RGS8-Galphao binding modulators, primary screen, biochemical, multiplexed bead flow cytometry; actives lie on both sides; response (percent of control binding), % at 10 µM; 220,000 tested, 0.34% active; Guanine nucleotide-binding protein G(o) subunit alpha (Homo sapiens), P09471; AID 1423, 2008; in the data active means response below about 60% or above about 140%; inactive means in between;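 further: Galphao activated as the GDP aluminium fluoride complex binding bead-coupled RGS8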
Bfl-1 Bim block = inhibitors of Bim binding to Bfl-1, primary screen, biochemical, multiplexed, bead-based flow cytometry; 190,000 tested, 0.12% active; Bim-Bfl-1 binding inhibition; Bcl-2-related protein A1 (Homo sapiens), Q16548; inhibition, % at 10 µM;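 further: 0% = wells without compound plus tracer and 100% = blocker peptide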
Bim-Bcl-2 = inhibitors of Bim-Bcl-2 binding, primary screen, biochemical, multiplexed, human Bcl-2 family | Apoptosis regulator Bcl-2 (Homo sapiens), P10415 | Bead-based flow cytometry, Bim peptide-Bcl-2 binding | inhibition, % at 10 µM | 190,000 tested, 0.06% active | AID 950, 2007; in the data active means inhibition above about 40%; inconclusive means no clear call, values can overlap the other calls;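 further: 0% = no compound wells with probe peptide and 100% = reference peptide inhibitor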
Target sequence (P10415 whole entry, looked up): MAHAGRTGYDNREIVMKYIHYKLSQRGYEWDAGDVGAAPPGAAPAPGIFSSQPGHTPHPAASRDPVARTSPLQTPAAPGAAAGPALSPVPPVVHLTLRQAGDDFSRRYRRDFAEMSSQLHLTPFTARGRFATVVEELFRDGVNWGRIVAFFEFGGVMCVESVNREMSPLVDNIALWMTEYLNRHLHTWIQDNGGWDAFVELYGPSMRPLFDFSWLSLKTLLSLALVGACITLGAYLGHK
Bim-Bcl-W = inhibitors of Bim binding to Bcl-W, primary screen, biochemical, multiplexed, bead-based flow cytometry; Bim peptide-Bcl-W binding; inhibition, % at 10 µM; 190,000 tested, 0.02% active; AID 952, 2007;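 further: 0% = bound tracer without compound and 100% = peptide blocker; higher means less fluorescent Bim peptide bound to Bcl-W beads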
ABCB1 inh = ABCB1 efflux pump inhibitors, primary screen, cell-based, multiplex, flow cytometry, ABCG2 counter-screen; ATP-dependent translocase ABCB1 (Homo sapiens), P08183; CCRF-Adr cells, JC-1 efflux; inhibition, % at 6.6 µM; 190,000 tested, 0.067% active; AID 1326, 2008; in the data active means inhibition above about 40%;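 further: 0% = vehicle and 100% = reference inhibitor; higher value means more JC-1 retained so stronger ABCB1 efflux block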
* hit, by the source's call; u = inconclusive; x = no result given. Unless noted, no stated cut-off is given here; in the data, active means inhibition above about 40%.

The first 3 entries, ahead of the listing:
mol,RGS7-Gao reg,ABCG2 inh,RGS4-Gao reg,Bim-Bcl-B,GSH fluor,Bim-Bcl-XL,RGS8-Gao,Bfl-1 Bim block,Bim-Bcl-2,Bim-Bcl-W,ABCB1 inh
CC(=O)Nc1cc(C(=O)OC(C(=O)c2ccccc2)c2ccccc2)ccc1C (stereo not given),102,0,105,-1,23,1,105,3,3,1,0.1
Cc1ccc(N(CC(=O)N/N=C/c2ccc(OC3CSC3)cc2)S(=O)(=O)c2ccccc2)c(C)c1,98,8,100,-14,21,-13,101,-17,-14,-9,1.2
CCN1CCN(CCNC(=O)c2ccc(/C=C3/Sc4ccccc4N(Cc4ccccc4C)C3=O)cc2)CC1,105,-5,101,-12,11,-6,101,-2,-4,-3,1.2

This part in full, from the first entry:
mol,RGS7-Gao reg,ABCG2 inh,RGS4-Gao reg,Bim-Bcl-B,GSH fluor,Bim-Bcl-XL,RGS8-Gao,Bfl-1 Bim block,Bim-Bcl-2,Bim-Bcl-W,ABCB1 inh
CC(=O)Nc1cc(C(=O)OC(C(=O)c2ccccc2)c2ccccc2)ccc1C (stereo not given),102,0,105,-1,23,1,105,3,3,1,0.1
Cc1ccc(N(CC(=O)N/N=C/c2ccc(OC3CSC3)cc2)S(=O)(=O)c2ccccc2)c(C)c1,98,8,100,-14,21,-13,101,-17,-14,-9,1.2
CCN1CCN(CCNC(=O)c2ccc(/C=C3/Sc4ccccc4N(Cc4ccccc4C)C3=O)cc2)CC1,105,-5,101,-12,11,-6,101,-2,-4,-3,1.2
CCOC(=O)N1CCN(C(=O)c2c(O)c3cccc4c3n(c2=O)CC4)CC1,103,-2,104,-6,11,-4,103,-11,-8,2,0.9
CNC(=O)CSc1nnc(-c2ccncc2)n1Cc1ccccc1,101,2,104,1,14,3,119,4,0,1,0.3
CC(=O)N1CCc2cc3nc(C)cc(C)c3cc21,99,0,101,-1,15,-2,102,0,0,-1,0.2
Cc1ccc(S(=O)(=O)NCC(=O)N2CCCC2)cc1,101,4,98,4,13,1,107,0,-3,-4,0.8
O=C(Cc1ccccc1)Nc1cccc(C(=O)O)c1O,105,7,104,-3,15,-2,101,2,-3,-1,1.8
O=C(NCc1ccccc1)Nc1cccn(Cc2cccc(F)c2)c1=O,100,3,99,-4,9,-4,104,-4,-4,1,x
O=C(NC(=S)NCc1ccccc1)c1ccccc1[N+](=O)[O-],98,3,98,-6,16,-4,98,-3,-2,-3,-1.9
C=C(C)c1cccc(C(C)(C)NC(=O)N(C)C2CCN(C)CC2)c1,118,3,111,-3,14,-2,133,0,0,-4,0.4
Cc1nc2cc(C(=O)OCC(=O)NC(C)C(C)C)ccc2n1-c1ccccc1 (stereo not given),102,13,103,0,8,-3,105,0,1,-2,1.1
Cc1cc(F)c(F)c(C(=O)N2CCCCC2C)c1Cl (stereo not given),103,2,99,-3,10,-1,102,-6,-4,0,0.7
Cc1nc(NC(=O)c2ccccc2)sc1-c1csc(NCc2ccccc2)n1,100,-1,100,-4,4,-7,101,-12,-6,0,-0.2
CCOC(=O)N1CCN(C(=O)C(CC)c2ccccc2)CC1 (stereo not given),103,0,102,-5,9,-5,105,-4,-2,0,0.1
O=C(COc1ccc(Cl)cc1)NCC(=O)N/N=C/c1cccs1,99,4,103,-3,24,0,100,-1,6,0,0.6

4 compounds out of the list above, sorted by the number in Bim-Bcl-XL, ascending.
SMILES	RGS7-Gao reg	ABCG2 inh	RGS4-Gao reg	Bim-Bcl-B	GSH fluor	Bim-Bcl-XL	RGS8-Gao	Bfl-1 Bim block	Bim-Bcl-W
CCOC(=O)N1CCN(C(=O)C(CC)c2ccccc2)CC1 (stereo not given)	103	0	102	-5	9	-5	105	-4	0
O=C(NCc1ccccc1)Nc1cccn(Cc2cccc(F)c2)c1=O	100	3	99	-4	9	-4	104	-4	1
Cc1cc(F)c(F)c(C(=O)N2CCCCC2C)c1Cl (stereo not given)	103	2	99	-3	10	-1	102	-6	0
O=C(COc1ccc(Cl)cc1)NCC(=O)N/N=C/c1cccs1	99	4	103	-3	24	0	100	-1	0

(further entries)
mol,RGS7-Gao reg,ABCG2 inh,RGS4-Gao reg,Bim-Bcl-B,GSH fluor,Bim-Bcl-XL,RGS8-Gao,Bfl-1 Bim block,Bim-Bcl-2,Bim-Bcl-W,ABCB1 inh
Cc1cc(C)c(C(=O)N2CCCC(C(=O)c3cc(F)ccc3F)C2)o1 (stereo not given),99,2,102,-6,15,-2,101,-5,-2,-4,0.9
COc1ccccc1[C@@H]1C(c2cccc(C)c2)=NN(c2ccccc2)[C@H]1C(=O)N1CCOC1=O,103,22,103,-1,17,1,111,6,2,0,3.1
CCOC(=O)c1sc(NC(=O)c2ccco2)nc1C,98,0,100,-8,12,-11,102,-1,0,-5,-0.1
CC1CCc2c(nc3ncnn3c2Nc2ccc(OC(F)(F)F)cc2)C1 (stereo not given),92,2,93,-4,17,-2,99,0,-5,-2,0.5
COc1ccccc1CN1CCN(Cc2nc(Cc3ccccc3)no2)CC1,98,4,99,-7,26,-4,98,-6,-1,-3,1.1
CCn1c(=O)c(C(=O)CN2CCc3ccccc32)c(N)n(Cc2ccccc2)c1=O,94,13,99,-4,11,-6,101,-1,0,-5,0.7
O=C(Nc1ccc(Cl)cc1F)c1ccccc1Br,91,10,94,0,20,-2,89,2,1,-2,1.7
CCN(CC)c1ccc(C(=S)NCc2ccccc2)cc1,133,0,105,-32,23,-3,96,15,0,1,-0.6
Cc1ccc2[nH]c(=O)c(-c3nc4c(C)cccn4c3NCc3ccco3)cc2c1,93,4,100,0,13,6,107,4,-1,8,1.3
CCn1c(CC(=O)Nc2ccccc2)n[nH]c1=S,98,2,100,-1,11,1,104,-1,2,3,0.4
N/C(=N\OC(=O)c1cc(-c2ccccc2)nc2ccccc12)c1ccncc1,118,6,120,5,22,2,118,0,-2,0,0.9
COc1ccc2c(c1)c1c3n2CCN(C)C3=NCC1,97,2,100,-8,17,-7,101,-16,-4,-5,-0.7
C/C=C/c1ccccc1OCc1ccc(C(=O)O)o1,105,-1,102,-6,43,-3,106,-9,-5,2,-0.2
CN1CCN(c2ncnc3c2cnn3-c2ccc(Cl)cc2)CC1,102,5,98,-5,23,-3,100,-10,-3,3,0.4
CC1=NNC(=O)C1C(c1ccccc1)C(C#N)C#N (stereo not given),108,0,98,0,9,0,99,0,1,1,-0.1
COc1cccc(NC(=S)N(Cc2ccccn2)Cc2ccccc2Cl)c1,u,19,100,-8,10,-6,101,-7,-4,-3,2.5
CN(C)S(=O)(=O)c1cccc(C(=O)Nc2ccc(S(=O)(=O)N3CCCC3)cc2)c1,u,-1,102,-5,13,0,103,-2,-2,0,-1.2
CCOc1cc(/C=C2/C(=O)N(c3ccccc3)N=C2C)ccc1OC(=O)c1ccco1,98,1,100,3,7,0,97,2,0,2,-0.1
Cc1noc2ncc(C(=O)c3cc(F)ccc3O)cc12,99,6,99,-5,25,-5,102,-14,-10,-3,0.4
O=C(O)CSc1nnc(-c2ccncc2)n1-c1ccc(Cl)cc1,102,-1,102,-4,4,-1,103,-9,-3,4,-0.1
CCc1nnc(NC(=O)C(C)Sc2ccccc2)s1 (stereo not given),102,0,104,-6,26,0,101,-8,-3,1,0.1
COc1ccc(CCNC(=S)NCc2ccc(Cl)c(Cl)c2)cc1OC,u,9,100,-2,14,0,99,-2,-3,-1,0.1
C=CCC(=O)NC(C)c1cnn(-c2ccccc2C)c1C (stereo not given),93,1,92,-1,11,-1,97,-3,-4,0,0.2
Cn1c(NNC(=O)c2cccc3ccccc23)cc(=O)n(C)c1=O,106,0,106,-4,18,-2,103,-6,-4,0,0.4
Cc1ccc(NC2c3ncccc3C(=O)N2Cc2cccs2)cc1C (stereo not given),101,1,101,0,9,1,103,-1,0,3,0.7
CC(=O)Nc1cccc(-c2csc(Nc3cc(C)ccn3)n2)c1,99,0,97,1,12,-2,103,0,0,0,0.0
O=C(NCc1nc2ccccc2[nH]1)c1ccco1,101,2,105,0,6,-2,103,-3,-1,0,0.5
